ER stress rescue: protection against thapsigargin-triggered cell killing – 384-well, CSM14.1, ATP luminescence, primary screen (AID 1222); 190,000 tested, under 10 active; CSM14.1 thapsigargin-induced death rescue, ATP luminescence; higher % means a stronger effect; cellular ATP content (survival), % at 20 µM; hits with a dose series show EC50 in µM;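 active means EC50 below 50 µM in the dose-response confirmation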;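 further: death triggered by thapsigargin at about 15 µM added after 2 h compound pretreatment; cell ATP read after overnight thapsigargin exposure of roughly 18 to 22 hours; normalized against plate controls of thapsigargin alone and 5% DMSO vehicle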
Yfh1-depleted yeast: mitochondrial function rescue without frataxin homolog – Friedreich's ataxia, plus single-dose screen, dose response (AID 1465); 220,000 compounds, 0.074% hits; S. cerevisiae Yfh1-off respiration, WST-1 reduction, 72 h; higher fold induction means a stronger effect; fold induction at 50 µM; hits with a dose series show EC50 in µM;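 active means fold induction of absorbance versus untreated yeast above a set limit, then at least 30% activation at any dose in follow-up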;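 further: activators that raise dye reduction in frataxin-depleted yeast; strong numbers were not always called active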
M17LAP inhibition: P. falciparum M17LAP inhibitors, primary screen, biochemical, fluorogenic H-Leu-NHMec substrate, 1536-well (AID 1619) | recombinant M17LAP, H-Leu-NHMec fluorogenic kinetic assay; higher % means a stronger effect | one-dose inhibition, % at 30 µM; IC50 in µM for titrated hits | 220,000 compounds, 0.38% hits;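 active means compound inhibiting the enzyme by more than half at any dose during confirmatory dose-response retesting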;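 further: plate controls were full reaction with DMSO carrier for no effect and no enzyme background for full effect; strong numbers were not always called active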
Hep lipid drop: modulators of hepatic lipid droplet formation; AML12 mouse hepatocytes, oleate lipid droplets, BODIPY imaging; inhibition, % at 6.5 µM; 240,000 compounds, 0.4% hits; AID 1656;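 active means lipid droplet intensity inhibited by at least 50%, with more than 500 cells counted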
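Material: mouse AML12 hepatocyte cell line, fixed after treatment; Timing: compound with oleate, overnight; Technique: high-content imaging of BODIPY-stained droplets and DAPI nuclei; Probe or stimulus: oleate, 100 µM final; Dosing: compound at 6.5 µM only.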
P. falciparum M1AAP: malaria alanyl aminopeptidase activity blockers – biochemical, fluorogenic H-Leu-NHMec substrate, 1536-well (AID 1445); one-dose inhibition, % at 30 µM; IC50 in µM for titrated hits; 220,000 compounds, 0.42% hits; recombinant M1AAP, H-Leu-NHMec fluorogenic kinetic assay; higher % means a stronger effect;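 active means primary inhibition above the hit cutoff, then over 50% inhibition at one or more dose response concentrations, cut at about 23% in these data, passing the limit was not always enough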;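 further: plate controls were DMSO full reaction for no effect and no enzyme background for full effect; strong numbers were not always called active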
Dynein cargo inh: blocks dynein driven cargo transport along microtubules; 3617.4 mouse cells, GR-EGFP nuclear translocation imaging; test concentration mostly 20 µM; stimulated with dexamethasone, 1 µM; hits give low values; z-score, hits read low; 220,000 compounds, 0.47% hits; AID 1381;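 active means plate z-score of nuclear minus cytoplasmic receptor signal below a set negative limit, without overly bright fluorescence or cell loss, cut at about -3.5 in these data, passing the limit was not always enough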;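 further: z-score of nuclear minus cytoplasmic ring GR-EGFP intensity difference per well; some compounds called inactive have numbers as strong as hits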
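Also added – dexamethasone, 1.0 µM final · Buffer or medium – tet-free, stripped-serum medium · Schedule – induction 48 h, compound 1 h, agonist 30 min · Detection – formaldehyde fixation, Hoechst nuclear stain, 10x automated fluorescence imaging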
Insulin prom up: MIN6 insulin promoter up-regulation | z-score at 5 µM | MIN6 insulin promoter-GFP reporter, high-content imaging; hits give high values | AID 1625 | 190,000 compounds, 0.3% hits;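 active means z-score above 3 at 5 µM with at least 500 cells counted in the well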
MT stabilize HCS: stabilizes microtubules in HeLa cells | HeLa tubulin immunostaining HCS, 24 h; share of cells brighter than vehicle mean+2SD | % tubulin-high responders, % at 10 µM | 200,000 compounds, 0.83% hits | AID 2205;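 active means plate Z-score above 3 for both tubulin-high and condensed-nucleus cell shares, with cell loss under 80%, at 10 µM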;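 further: anti alpha tubulin signal scored within the nucleus-defined area of each cell; some results filed as inactive read as strong as hits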
Autophagy HCS: autophagy modulation, high-content screen; MEF GFP-LC3 puncta imaging; test concentration mostly 10 µM; calls only at 10 µM (by protocol); 190,000 compounds, 0.98% hits;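 active means percentage of spot-positive cells more than 3 SD above its plate mean, without a fluorescence outlier flag or 80% toxicity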;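 further: spot-positive cell cutoff set from DMSO-treated cells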
Dynein cargo inh cytoplasmic EGFP: recorded beside Dynein cargo inh, whose call it bears; z-score; measured here: cytoplasmic GR-EGFP intensity; hits give high values
Dynein cargo inh nuclear GR-EGFP: further read-out of Dynein cargo inh, marked with its call; z-score; measured here: nuclear GR-EGFP intensity;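 lower value marks the stronger effect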
Dynein cargo inh cell count: also measured in Dynein cargo inh; calls as there; z-score; measured here: cell count per field
Insulin prom up cell count: second read-out of Insulin prom up, no call of its own (marks repeat the call); cell count; measured here: cytotoxicity, nuclei count;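 total cells summed across four imaged fields per well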
Hep lipid drop cells 6.5 µM: second read-out of Hep lipid drop, no call of its own (marks repeat the call); cell count; measured here: cell count, cytotoxicity flag;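 cells counted across two imaged fields per well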
MT stabilize HCS Hoechst-high %: further read-out of MT stabilize HCS, marked with its call; % Hoechst-high responders; measured here: nuclear condensation Hoechst responders;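 share of cells brighter than vehicle mean plus two SD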
MT stabilize HCS cytotoxicity %: further read-out of MT stabilize HCS, marked with its call; toxicity, %; measured here: cytotoxicity by cell density;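 0% = mean cell density of plate MIN control wells and 100% = no cells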
Autophagy HCS cell loss 18 h: also measured in Autophagy HCS; calls as there; toxicity, %; measured here: cell loss, nuclei count;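 cell loss after 18 h compound exposure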
* marks the source's active call; other numbers are inactive results; i = inactive; . = no result given.

Below each SMILES: ER stress rescue | Yfh1-depleted yeast | M17LAP inhibition | Hep lipid drop | Hep lipid drop cells 6.5 µM | P. falciparum M1AAP | Dynein cargo inh | Dynein cargo inh cytoplasmic EGFP | Dynein cargo inh nuclear GR-EGFP | Dynein cargo inh cell count | Insulin prom up | Insulin prom up cell count | MT stabilize HCS | MT stabilize HCS Hoechst-high % | MT stabilize HCS cytotoxicity % | Autophagy HCS | Autophagy HCS cell loss 18 h
> CCCn1c(CCC(=O)O)nc2cc(S(N)(=O)=O)ccc21
    . | i | 5% | -4 | 652 | 4% | -0.91 | -0.21 | 0.25 | 0.1 | 0.42 | 1033 | . | . | . | . | .
> Nc1nc(-c2ccc(Br)cc2)cs1
    -0.1% | i | 9% | 2 | 781 | 17% | -0.15 | -0.19 | 0.09 | -0.23 | 0.59 | 1299 | 2.6 | 2.1 | 6.5 | i | -17
> NC(=O)Cc1ccc2sc(-c3ccccc3)nc2c1
    -3.8% | i | 10% | 4 | 658 | -5% | 0.59 | -0.27 | -0.11 | -0.44 | 0.74 | 1279 | 1.6 | 3.7 | 0.3 | i | 8
> COc1ccc(C(C)C)cc1S(=O)(=O)NCc1ccccn1
    0.7% | i | -7% | 10 | 736 | -2% | -1 | -0.27 | -0.65 | 1.8 | -0.26 | 1302 | 2.8 | 1.2 | 3.6 | i | 3
> Cc1cc(C)n(-c2cccc(C(=O)O)c2)n1
    -0.3% | i | 1% | 15 | 731 | 8% | 0.86 | -0.077 | 0.38 | -0.59 | 0.36 | 1402 | 1.7 | 2.3 | 10 | i | -4
> Cc1cc(=O)oc2ccc(OCC(=O)N3CCC(C)CC3)cc12
    . | i | 5% | -17 | 623 | 3% | -0.48 | -0.088 | -0.094 | 0.69 | -0.28 | 1163 | 2.7 | 2.9 | 17 | i | -3
> NS(=O)(=O)c1ccc(NC(=S)N2CCN(c3ccccc3)CC2)cc1
    -2.4% | i | 1% | 9 | 676 | -2% | 1.3 | -0.07 | 0.62 | -0.63 | -1.1 | 1337 | 3.4 | 2.0 | 4.7 | i | 6
> C=CCNC(=O)c1c(Cl)nc(C)c([N+](=O)[O-])c1C
    0.4% | i | 6% | 5 | 517 | -2% | 0.66 | -0.21 | 0.52 | -0.59 | -0.53 | 1489 | 4.5 | 1.6 | 1.4 | i | 21
> COc1ccc(C2SCC(=O)N2c2c(C)n(C)n(-c3ccccc3)c2=O)cc1OC (centres undefined)
    1.3% | i | 6% | -10 | 743 | -8% | 0.071 | -0.23 | 0.14 | 0.28 | -0.94 | 858 | 1.3 | 1.6 | 8.1 | i | -6
> CCOC(=O)CSc1nnc(CNc2cccc(Cl)c2)n1C
    0.6% | i | 2% | 38 | 727 | 7% | 0.72 | 0.13 | -0.18 | -0.022 | 0.13 | 1178 | 3.9 | 1.7 | 8.4 | i | 1
> NNC(=O)C1CC1c1ccc(Cl)cc1 (centres undefined)
    5.2% | i | 19% | 0 | 706 | 7% | 0.69 | -0.26 | 0.029 | -0.58 | -0.02 | 1190 | 4.9 | 3.1 | 11 | i | 3
> c1ccc(SCCOCCn2cncn2)cc1
    -1.7% | i | 11% | -2 | 687 | 3% | -0.51 | -0.21 | -0.31 | 0.0058 | . | . | 2.9 | 2.1 | 3.9 | i | -10
> COc1ccccc1N1CCN(C(=S)Nc2cccc(C)c2)CC1
    -1.6% | i | -4% | -26 | 537 | -5% | 0.26 | -0.21 | 0.076 | -0.28 | . | . | 8.7* | 18* | 39* | i | 5
> Cc1cc(C)c(NC(=O)C2CCCN2CCC(C)C)c(C)c1 (centres undefined)
    -0.3% | i | 3% | -18 | 707 | 4% | -0.48 | -0.11 | -0.28 | 1.3 | . | . | 2.3 | 1.6 | 5.1 | i | -4
> COCCNC(=O)C(C(=O)c1ccc(F)cc1)n1cc(C)ccc1=O (centres undefined)
    1.1% | i | -3% | 2 | 646 | 3% | -0.14 | -0.24 | 0.13 | 0.14 | 0.16 | 1479 | 3.2 | 2.0 | 5.9 | i | 13
> COc1ccc(C(=O)N(NC(=O)Oc2ccccc2)C(C)(C)C)cc1
    1.7% | i | -9% | -2 | 588 | 7% | -0.44 | -0.27 | -0.34 | 1.2 | 0.95 | 1273 | 3.6 | 1.9 | 10 | i | -7
> O=C(Nc1ccc(Cl)cc1C(=O)NCC1CCCO1)c1ccco1 (centres undefined)
    3.4% | i | 6% | 8 | 766 | 1% | 0.48 | -0.27 | -0.079 | 0.092 | -0.01 | 1260 | 4.8 | 1.4 | 2.2 | i | 0
> COc1ccc(CCNC(=O)[C@@H](NC(=O)c2ccccc2F)C(C)C)cc1OC
    0.3% | i | -1% | 0 | 686 | 1% | 0.12 | 0.12 | 0.11 | -1.1 | -0.12 | 1484 | 3.1 | 3.1 | 3.9 | i | 2
> S=C(Nc1ccc(Nc2ccccc2)cc1)N1CCN(c2ncccn2)CC1
    -1.7% | i | 1% | 2 | 665 | 1% | 0.59 | -0.31 | 0.71 | 0.26 | 0.3 | 1459 | 3.8 | 1.7 | 7.3 | i | 11
> Cc1ccc(-n2ncc3c(Nc4c(C)n(C)n(-c5ccccc5)c4=O)ncnc32)c(C)c1
    -1.2% | i | 8% | . | . | 6% | -0.021 | -0.2 | 0.21 | 1.1 | -0.72 | 1053 | 2.9 | 1.1 | 0.6 | i | -1
> O=C(NCc1ccccc1C(F)(F)F)C12CN(Cc3ccccc3)CC1C(c1ccc([N+](=O)[O-])cc1)=NO2 (centres undefined)
    0.1% | i | -6% | -4 | 625 | 1% | -1 | -0.21 | -0.095 | 0.45 | -0.38 | 1971 | 3.4 | 3.0 | 3.9 | i | -27
> Cc1nn(C)cc1/C=N/n1nnnc1N
    -0.3% | i | -2% | . | . | 5% | -0.6 | -0.18 | 0.0077 | -0.42 | 0.14 | 1082 | 3.2 | 2.5 | 12 | i | -4
> CC(NS(=O)(=O)c1ccccc1)C(=O)NCc1ccco1 (centres undefined)
    -2.8% | i | 4% | -2 | 758 | 1% | -1.1 | 0.14 | -0.26 | 0.91 | 0.26 | 780 | 1.2 | 1.6 | 4.9 | i | 21
> Cc1c(C)n(CCc2c[nH]c3ccccc23)ccc1=O
    . | i | 3% | 20 | 722 | 3% | -1.3 | -0.37 | -0.63 | 0.47 | -0.44 | 1270 | 6.0 | 2.2 | 8.8 | i | -2
> Cc1ccc(C2(O)C(=O)c3ccccc3C2=O)c(O)c1C
    . | i | 9% | -21 | 744 | 6% | -1.4 | 1.4 | -0.4 | 0.3 | 0 | 1389 | . | . | . | . | .
> O=C(NCc1ccccc1)c1ccc2c(c1)C(=O)N(Cc1ccncc1)C2=O
    -0.6% | i | 9% | . | . | 0% | -0.84 | -0.23 | -1.1 | 0.63 | -0.57 | 1386 | 2.5 | 1.6 | 1.9 | i | -2
> CCCCCOC(=O)C1[C@H]2C(=O)N(c3ccccc3CC)C[C@]23C=C[C@H]1O3 (some centres undefined)
    -1.8% | i | 8% | . | . | 4% | 0.55 | -0.094 | 1.1 | -1.5 | 0.56 | 1153 | 4.5 | 2.3 | 10 | i | -3
> Cc1ccc(S(=O)(=O)N2CCCC2C(=O)OCC(=O)Nc2ccc3c(c2)OCO3)cc1 (centres undefined)
    -1.8% | i | -6% | . | . | 8% | 2.3 | -0.081 | 1.4 | -2.2 | 0.1 | 1100 | 1.9 | 1.7 | 8.7 | i | -7
> Nc1cc(Oc2cccnc2)cc([N+](=O)[O-])c1
    -1.4% | i | 3% | 4 | 705 | -2% | 1 | -0.23 | 0.67 | -0.87 | 0.02 | 1295 | 3.4 | 2.8 | 3.5 | i | 21
> CC(NC(=O)/C(C#N)=C/c1cn(-c2ccccc2)nc1-c1ccc(F)cc1)c1ccccc1 (centres undefined)
    -0.5% | i | 8% | -2 | 607 | -3% | -1.1 | -0.21 | 0.045 | 0.59 | -0.59 | 1285 | 3.5 | 3.1 | 6.3 | i | 14
> CC1=Nc2ccccc2N=C(NC(=O)CN2CCN(c3ccccc3)CC2)C1c1ccccc1 (centres undefined)
    1.3% | i | 0% | -11 | 641 | 3% | -0.23 | -0.28 | -0.021 | -0.11 | -0.98 | 1344 | 2.8 | 2.1 | 0.1 | i | 37

Looked up one by one from the list above (two):
Below each SMILES: ER stress rescue | Yfh1-depleted yeast | M17LAP inhibition | Hep lipid drop | Hep lipid drop cells 6.5 µM | P. falciparum M1AAP | Dynein cargo inh | Dynein cargo inh cytoplasmic EGFP | Dynein cargo inh nuclear GR-EGFP | Dynein cargo inh cell count | Insulin prom up | Insulin prom up cell count | MT stabilize HCS | MT stabilize HCS Hoechst-high % | MT stabilize HCS cytotoxicity % | Autophagy HCS | Autophagy HCS cell loss 18 h
> O=C(NCc1ccccc1C(F)(F)F)C12CN(Cc3ccccc3)CC1C(c1ccc([N+](=O)[O-])cc1)=NO2 (centres undefined)
    0.1% | i | -6% | -4 | 625 | 1% | -1 | -0.21 | -0.095 | 0.45 | -0.38 | 1971 | 3.4 | 3.0 | 3.9 | i | -27
> Cc1ccc(C2(O)C(=O)c3ccccc3C2=O)c(O)c1C
    . | i | 9% | -21 | 744 | 6% | -1.4 | 1.4 | -0.4 | 0.3 | 0 | 1389 | . | . | . | . | .

High-throughput results as filed in PubChem.
